Source: PubChem BioAssay
3T3 cytotox – kills NIH 3T3 cells | NIH 3T3 viability, CellTiter-Glo ATP luminescence, 48-72 h | Potency, µM (doses to about 96.7 µM), inactives show top-dose activity change, negative = cytotoxicity, most hits filed as inhibitors | 94,000 tested, 4.3% active | AID 1345082; also: potency is read from the fitted curve at half-maximal effect; nearly all actives have a fitted effect of over 55% in size
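Luminescent ATP readout (CellTiter-Glo, 10 min RT) after 48 or 72 hr compound exposure of NIH 3T3 cells seeded at 400 cells/well in 1536-well format; quantitative HTS.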
HEK293 tox – kills HEK 293 cells. HEK 293 viability, ATP luminescence (CellTiter-Glo), 48-72 h. Potency, µM (series often up to 115 µM), without a hit: at the top dose activity change, negative = cytotoxicity, actives largely listed as inhibitors. 94,000 tested, 6.6% active. AID 1345083; also: potency is read from the fitted curve at half-maximal effect; nearly all actives have a fitted effect of over 60% in size
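HEK 293 cells at 250 cells/well were exposed to compounds by pintool transfer for 48 or 72 hr at 37 degree Celsius, 5% CO2. Viability was read as ATP-coupled luminescence with CellTiter-Glo after 10 min at room temperature.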
HEK293 viab – cell viability loss counter-screen; HEK-293-SNCA-luc viability, GF-AFC fluorescence, 24 h; Potency, µM (titrated, usually from 57.1 µM), for the others: at the top dose activity change, negative = cytotoxicity, usual class: cytotoxic; 150,000 tested, 0.12% active; AID 1671193;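 also: potency is read from the fitted curve at half-maximal effect; 0% = DMSO-treated cells and -100% = medium-only wells without cells; nearly all actives have a fitted effect of over 30% in size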
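Cytotoxicity counterscreen: after 24 h compound treatment of genome-edited SNCA-luciferase HEK-293 cells, live-cell protease substrate GF-AFC read by fluorescence after 30 min; activity scaled between DMSO (0%) and medium-only (-100%), curves Hill-fitted.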
GPT2 inhibitor – blocks human glutamate pyruvate transaminase 2; Q8TD30; Recombinant GPT2, coupled pyruvate oxidase/HRP Amplex Red fluorescence; Potency, µM (top dose mostly 57.7 µM), for inactives: at the top dose activity change, negative = inhibition, most hits filed as inhibitors; 100,000 tested, 0.25% active; AID 1671188; also: potency is read from the fitted curve at half-maximal effect; nearly all actives have a fitted effect of over 60% in size; many of its hits are not listed in these tables
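Fluorescence of coupled pyruvate oxidase/HRP/Amplex Red system (50uM Amplex, 30 min, dark) reports pyruvate formed by GPT2. Enzyme reaction: 10ng/uL GPT2, 2mM L-alanine, 250uM a-KG, 30 min room temperature, pH 7.5; 50uM AOA control.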
SNCA expr inhib – SNCA gene expression inhibition; HEK-293 SNCA-luciferase knock-in, luminescence, 24 h; Potency, µM (top dose mostly 57.2 µM), for inactives: at the highest dose activity change, negative = inhibition, most hits filed as inhibitors; 140,000 tested, 0.17% active; AID 1671194;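 also: potency is read from the fitted curve at half-maximal effect; plate controls were DMSO cells for no effect and cell-free wells for full effect; nearly all actives have a fitted effect of over 45% in size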
Luciferase inh – inhibitors of firefly (Photinus pyralis) luciferase; purified P. pyralis luciferase, luminescence, biochemical; Potency, µM (doses to about 115 µM), for the others: at the highest dose activity change, negative = inhibition, hits mostly inhibitors; 76,000 tested, 2.5% active; also: potency is read from the fitted curve at half-maximal effect; nearly all actives have a fitted effect of over 65% in size
Target sequence (P08659 whole entry, looked up): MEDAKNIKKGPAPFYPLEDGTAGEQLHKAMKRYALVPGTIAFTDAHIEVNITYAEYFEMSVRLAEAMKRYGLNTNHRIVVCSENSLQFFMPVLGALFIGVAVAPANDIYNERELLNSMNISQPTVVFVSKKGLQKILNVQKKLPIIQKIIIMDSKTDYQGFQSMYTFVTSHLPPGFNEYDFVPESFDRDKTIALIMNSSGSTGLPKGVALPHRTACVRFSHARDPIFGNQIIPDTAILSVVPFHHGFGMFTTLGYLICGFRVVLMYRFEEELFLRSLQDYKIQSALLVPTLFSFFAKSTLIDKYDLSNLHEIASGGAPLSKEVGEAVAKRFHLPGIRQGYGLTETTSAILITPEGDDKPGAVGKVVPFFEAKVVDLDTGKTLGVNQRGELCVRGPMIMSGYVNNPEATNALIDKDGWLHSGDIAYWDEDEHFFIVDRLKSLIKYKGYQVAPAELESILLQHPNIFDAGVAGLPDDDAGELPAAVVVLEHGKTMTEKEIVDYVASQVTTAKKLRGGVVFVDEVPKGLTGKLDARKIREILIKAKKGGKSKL
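Purified 10nM P. pyralis luciferase with 10uM D-luciferin and 10uM ATP in 50mM Tris acetate pH 7.5, 10mM Mg acetate, 0.01% Tween-20, 0.05% BSA. qHTS titration; luminescence read by CCD imager.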
IP6K1 inhibitor – IP6K1 kinase inhibition | Q92551 | IP6K1 kinase, ADP-Glo luminescence, 2 h; hits give low values | activity change, % (series mostly up to about 58 µM) | 140,000 tested, 0.81% active; in the data active = activity change below about -25%
Target sequence (Q92551 whole entry, looked up): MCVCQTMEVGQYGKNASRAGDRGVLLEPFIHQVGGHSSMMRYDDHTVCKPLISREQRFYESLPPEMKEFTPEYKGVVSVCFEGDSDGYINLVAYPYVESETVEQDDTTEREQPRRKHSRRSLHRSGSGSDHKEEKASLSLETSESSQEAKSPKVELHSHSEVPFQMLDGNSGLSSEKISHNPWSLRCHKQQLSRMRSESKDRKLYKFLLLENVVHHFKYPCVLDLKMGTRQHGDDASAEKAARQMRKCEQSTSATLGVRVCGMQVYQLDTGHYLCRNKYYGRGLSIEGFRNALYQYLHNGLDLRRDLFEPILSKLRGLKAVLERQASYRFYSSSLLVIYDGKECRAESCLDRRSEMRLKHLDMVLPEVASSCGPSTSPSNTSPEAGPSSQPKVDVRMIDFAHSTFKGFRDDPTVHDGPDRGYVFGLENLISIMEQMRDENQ
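ADP-Glo luminescence measures ADP made by human IP6K1 during a 2 h RT reaction with ATP/IP6 (mix at 1.3 mM/130 uM); top library doses 57.5 and 19.1 uM final.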
An asterisk follows results filed as active; i = inactive; ? = inconclusive; · = no result given; [ ] = dose if it differs, or a comment. Unless noted, calls follow the shape of the dose curve; as a rule, active = well fitted curve in the direction sought with a large enough effect; inconclusive = small, poorly fitted or top-dose-only effect, or another doubt; inactive = no such curve, though single readings can be large; an effect the other way counts as inactive or inconclusive. Unless noted, % is scaled to controls: 0 for no effect and ±100 for the full control effect. The list is partial; the hit share may differ from the screen's.

nr	Structure	3T3 cytotox	HEK293 tox	HEK293 viab	GPT2 inhibitor
1	COCC(=O)N1CC[C@@H]2[C@H]1C(=O)N(c1ccc(OC)cc1)C(=O)N2Cc1ccccc1	i	i	0.8%[87.6 µM]	-3.5%[88.5 µM]
2	CC(C)NC(=O)C1(C)CN(Cc2ccccc2)Cc2ccc(N3CCOCC3)nc21 (stereo not drawn)	?	?	-23.3%[87.6 µM]	3.1%[88.5 µM]
3	COc1ccc(-c2cccc(C(=O)N3CCC(NC(=O)C(C)(C)C)CC3)c2)nn1	-2.7%	2.3%	·	·
4	CC(C)C(=O)N1CCC2(CC1)OC(=O)N(Cc1ccccc1)C2(C)c1cccnc1 (stereo not drawn)	20µM*	-17.3%[172 µM]	0.1%[87.6 µM]	i
5	O=C(CS(=O)(=O)c1nc(-c2ccc(Cl)cc2)cn1-c1ccccc1)Nc1ccc(F)cc1F	·	·	-16.1%	·
6	CC(=O)Nc1cccc(-c2nc(-c3c(C)noc3C)cc3c2cc(-c2ccccc2)n3C)c1	11.2µM*	?	-24.2%[87.6 µM]	0.4%[88.5 µM]
7	COc1ccccc1-c1cc(C(=O)NC2CCCCC2)nn2cnnc12	-8.8%	?	7.7%	4.8%
8	O=C(Nc1ccc(F)cc1)C1CCCCN1Cc1ccc(-c2cccs2)cc1 (stereo not drawn)	?	?	-3.9%[12.5 µM]	i

nr	SNCA expr inhib	Luciferase inh	IP6K1 inhibitor
1	-13.6%[87.6 µM]	14.1%[172 µM]	-6.9
2	0.7%[87.6 µM]	-1.5%[172 µM]	9.7
3	·	·	0.5
4	-20.7%[87.6 µM]	-11.4%[172 µM]	0.4
5	80.7%[activator]	·	-23.1
6	-1.3%[87.6 µM]	-1.3%[172 µM]	-7.8
7	-1.2%	·	-4.9
8	-1.8%	·	4.6

(more compounds)
nr	Structure	3T3 cytotox	HEK293 tox	HEK293 viab	GPT2 inhibitor
9	Cn1nc(C(=O)N2CCN(c3ccccc3F)CC2)c2c1-c1ccccc1SC2	·	·	-6.2%	·
10	CCc1ccccc1OCC(=O)c1ccc2c(c1)N(CCCC(=O)NCCOC)C(=O)CO2	-27.9%	?	-18.6%	i
11	O=C1CO[C@H]2CN(C3CCOCC3)C[C@H]2N1c1ccccc1	-6.9%[174 µM]	-8.0%[172 µM]	-3.3%[87.6 µM]	-2.5%[88.5 µM]
12	CCC(C(=O)NC1CCN(c2cnn(CC)c(=O)c2)CC1)c1ccccc1 (stereo not drawn)	-29.7%	-19.3%	-5.2%	i
13	Cc1nc2sc(C(=O)N(C)c3ccccc3)c(NC(=O)c3ccccc3Cl)c2c(C)c1C	·	·	7.7%	·
14	O=C(C1CC1)N1CCC(n2cc(-c3nc(-c4ccccc4)no3)nn2)CC1	?	?	8.9%	i
15	O=C(O)c1c2c(nc3ccc(S(=O)(=O)N4CCC(C(=O)NCc5ccc(Cl)cc5)CC4)cc13)CCCC2	·	·	4.1%	·
16	COc1ccc(CN2CCn3c(nn(-c4ccc(C(F)(F)F)cc4)c3=O)C2)cc1	-21.8%	-18.9%	1.4%	2.6%

nr	SNCA expr inhib	Luciferase inh	IP6K1 inhibitor
9	9.6%	·	-11.9
10	2.5%	2.1%	5.3
11	4.5%[87.6 µM]	-5.4%[172 µM]	7.4
12	-20.2%	1.1%	41.4
13	23.8%	·	2.4
14	41.7%[activator]	-27.9%	2.1
15	10.0%	·	-9.5
16	-8.7%	·	6.4

From no. 12 to 16, as listed above:
nr	Structure	3T3 cytotox	HEK293 tox	HEK293 viab	GPT2 inhibitor
12	CCC(C(=O)NC1CCN(c2cnn(CC)c(=O)c2)CC1)c1ccccc1 (stereo not drawn)	-29.7%	-19.3%	-5.2%	i
13	Cc1nc2sc(C(=O)N(C)c3ccccc3)c(NC(=O)c3ccccc3Cl)c2c(C)c1C	·	·	7.7%	·
14	O=C(C1CC1)N1CCC(n2cc(-c3nc(-c4ccccc4)no3)nn2)CC1	?	?	8.9%	i
15	O=C(O)c1c2c(nc3ccc(S(=O)(=O)N4CCC(C(=O)NCc5ccc(Cl)cc5)CC4)cc13)CCCC2	·	·	4.1%	·
16	COc1ccc(CN2CCn3c(nn(-c4ccc(C(F)(F)F)cc4)c3=O)C2)cc1	-21.8%	-18.9%	1.4%	2.6%

nr	SNCA expr inhib	Luciferase inh	IP6K1 inhibitor
12	-20.2%	1.1%	41.4
13	23.8%	·	2.4
14	41.7%[activator]	-27.9%	2.1
15	10.0%	·	-9.5
16	-8.7%	·	6.4

Remaining list, next part
nr	Structure	3T3 cytotox	HEK293 tox	HEK293 viab	GPT2 inhibitor
17	Cc1noc(C)c1S(=O)(=O)N(CC(=O)Nc1ccc(C(F)(F)F)cc1)c1ccc(C(C)C)cc1	·	·	?	·
18	COc1ccc(C)cc1NC(=O)Nc1ccccc1OCc1cc(=O)n2ccccc2n1	·	·	-14.1%	·
19	CN(C)C[C@@H]1CN(Cc2ccccc2)C[C@H]1NC(=O)C1CC1	-2.2%	i	2.4%	2.5%
20	Cc1cnc(C2CCNC2)n1C(C)C (stereo not drawn)	1.9%	-24.7%	9.6%	?
21	Cc1cccc2ncc(C(=O)NCc3cc4n(n3)CCCNC4)c(=O)n12	-7.1%	i	-1.1%	0.2%[11.5 µM]
22	Cc1oc(-c2ccc(Cl)cc2)nc1CN1CCC(C(=O)NCCCN2CCN(c3cccc(Cl)c3)CC2)CC1	·	·	6.1%	·
23	COc1cc(Nc2ncc3c(n2)CCN(Cc2cccc(C)c2)C3)cc(OC)c1	·	·	-10.5%	·
24	Cc1ccccc1C(=O)NC1CCCN(c2ccc3nnc(C)n3n2)C1 (stereo not drawn)	?	-13.8%[172 µM]	·	·

nr	SNCA expr inhib	Luciferase inh	IP6K1 inhibitor
17	-21.7%	·	-1.8
18	15.3%	·	-10.8
19	-8.7%	·	-9.3
20	29.9%	5.7%	16.4
21	-9.2%	7.2%	13.4
22	7.5%	·	-8.7
23	-29.6%	·	8.8
24	·	·	-2.3

More structures
nr	Structure	3T3 cytotox	HEK293 tox	HEK293 viab	GPT2 inhibitor
25	Cc1ccccc1C(=O)N1CCn2c(nn(-c3ccncc3)c2=O)C1	-22.1%[138 µM]	-13.2%[172 µM]	-10.4%[87.6 µM]	0.2%[88.5 µM]
26	CCc1ccc(CNC(=O)CCCN2C(=O)c3cccnc3Oc3ccc(Cl)cc32)cc1	·	·	-21.6%	·
27	CCCCC(=O)N1CCN(c2nc3c(C)c(C)ccc3s2)CC1	·	·	14.7%	·
28	CC(=O)Nc1ccc(CN2CCC3(C2)C(=O)Nc2ccccc23)cc1 (stereo not drawn)	-3.1%[138 µM]	-22.4%[172 µM]	-3.8%[87.6 µM]	-26.4%[88.5 µM]
29	Cc1nn2c(c1-c1cccnc1N1CCOCC1)N(CC1CCOCC1)CCC2	35.5µM*	?	-17.7%[87.6 µM]	-3.6%[88.5 µM]
30	O=C(c1cccc(F)c1)N1CCN(C(=O)c2nnn3c2COC(c2ccc(F)cc2)C3)CC1 (stereo not drawn)	-17.7%	?	7.0%	i
31	O=C(COc1ccc(Cl)c(Cl)c1)N1CCC2(CCCNC2=O)C1 (stereo not drawn)	-19.0%	-5.5%	-3.7%	?
32	Cc1nnc(SCc2ccc(Cl)cc2)c2cc3occc3n12	·	·	4.6%	·

nr	SNCA expr inhib	Luciferase inh	IP6K1 inhibitor
25	0.3%[87.6 µM]	7.2%[172 µM]	-3.2
26	?	·	3.7
27	-5.5%	·	30.4
28	5.2%[87.6 µM]	4.6%[172 µM]	-4.6
29	?	7.5%[172 µM]	12.9
30	6.6%	12.3%	0.0
31	31.4%[activator]	-6.7%	3.1
32	4.7%	·	-0.5

(more compounds)
nr	Structure	3T3 cytotox	HEK293 tox	HEK293 viab	GPT2 inhibitor
33	Cc1cc2ncn(CCCCOc3ccccc3)c2cc1C	·	·	11.4%	·
34	CCOc1ccccc1C1N=C(N)Nc2nc3ccccc3n21 (stereo not drawn)	·	·	-1.9%	·
35	O=C1CCN(C(=O)COc2ccccc2)CCCC(c2nc(-c3cnccn3)no2)CCN1 (stereo not drawn)	-13.9%	-8.2%	-4.3%	i
36	CC1CCN(c2oc(-c3ccc(COc4ccccc4)o3)nc2C#N)CC1	·	·	9.2%	·
37	CCOC(=O)c1cn(C2CN(S(=O)(=O)Cc3ccc(Cl)cc3)C2)nn1	-1.5%	3.3%	9.0%	i
38	COCc1noc(CC2CCOC3(CCN(C(=O)NC4CCCCC4)CC3)C2)n1 (stereo not drawn)	-13.8%	-0.5%	-1.6%	i
39	CC(=O)N1CCC2(CC1)CN(C(=O)Cc1ccc(Cl)cc1)CCO2	3.6%	3.0%	1.3%	-7.8%
40	CN(CCNC(=O)C1CCCN(S(C)(=O)=O)CCC(=O)NCC1)C1CCCCC1 (stereo not drawn)	-1.0%	i	5.3%	-2.5%

nr	SNCA expr inhib	Luciferase inh	IP6K1 inhibitor
33	-4.6%	·	-10.6
34	26.2%	·	5.3
35	18.4%	-1.8%	15.5
36	19.8%	·	2.2
37	3.5%	-2.6%	32.5
38	13.8%	6.2%	8.5
39	0.7%	·	-6.7
40	21.0%	7.4%	8.9

Further results follow:
nr	Structure	3T3 cytotox	HEK293 tox	HEK293 viab	GPT2 inhibitor
41	C1CCC(c2nc(CCOCC3CCCC3)no2)NC1 (stereo not drawn)	-19.8%	-38.3%	-3.3%	0.6%
42	Cc1nc(N2CCCCC2)n(CC(=O)Nc2cccc(Cl)c2C)c(=O)c1C	-0.5%	-13.2%	-3.7%	-19.6%
43	Nc1nc(NC2CC2)cc(-c2cccc(Cl)c2Cl)n1	·	·	-26.4%	i
44	O=C(CSC1=Nc2ccccc2N=C(c2ccc(F)cc2)C1)NCc1ccc(F)cc1	·	·	8.5%	·
45	O=C(NC1CCOCC1)[C@@H]1CCCN1c1ccnc2ccnn12	-27.8%[138 µM]	-9.8%[172 µM]	·	·
46	COC(=O)c1cc2occc2n1Cc1nc(-c2ccc(C)cc2)oc1C	·	·	-8.4%	·
47	Cc1ccc(C(=O)N2CCCC(C(=O)N3CCC(N4CCOC4=O)CC3)C2)cc1 (stereo not drawn)	-26.5%	-9.3%	-8.0%	i
48	CCOC(=O)c1cnc(N2CCN(c3ccc(C)cc3C)CC2)c2ccccc12	·	·	-1.8%	·

nr	SNCA expr inhib	Luciferase inh	IP6K1 inhibitor
41	-10.0%	-7.4%	2.1
42	-3.8%	2.3%	11.1
43	·	·	12.7
44	80.7%[activator]	·	38.1
45	·	·	-3.5
46	12.8%	·	-8.8
47	?	·	4.5
48	26.7%	·	1.0
